MT1-MMP txn act: MT1-MMP promoter transcription activation. activation factor at 10 µM. HT1080 MT1-MMP promoter luciferase reporter, luminescence, overnight; active compounds read high. 86,000 tested, 0.16% active;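 active means activation factor of at least 2 for MT1-MMP transcription at 10 µM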
ERa coact pot: enhances coactivator binding to human estrogen receptor alpha | P03372 | TR-FRET ERalpha-LBD/SRC-Cy5 coactivator binding, 2 h; 100 = basal binding, no effect | coactivator binding (% of control), % at 25.6 µM | 86,000 tested, 1.3% active; in the data active means activity above about 200%;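 further: binding measured in presence of low estradiol as agonist stimulus; 0% = peptide alone without receptor and 100% = receptor with peptide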
Calb biofilm kill: kills Candida albicans biofilms. C. albicans biofilm + clotrimazole, Alamar Blue. inhibition, % at 6 µM. 85,000 tested, 0.14% active;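 active means inhibition above 20%; inactive means inhibition below 20%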;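 further: preformed 24 hr biofilms exposed to compound for 48 hr; 0% = biofilm without compound and 100% = blank killed by clotrimazole plus chlorhexidine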
CD11b adhes enh: increases human CD11b/CD18 adhesion to fibrinogen | P05107+P11215 | K562 CD11b/CD18 adhesion to fibrinogen, ATPlite luminescence | 93,000 tested, 0.07% active | activation, % at 10 µM;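 active means 10 µM primary screen giving 50% or more activity, confirmed by 40% or more on retest at that dose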; further: strong numbers were not always called active; reference of the scale not given here
sEH act: soluble epoxide hydrolase (human) activation. P34913. activation, % at 2 µM. AID 717. purified human sEH enzymatic activity, activator screen. 91,000 tested, 0.04% active; in the data active means activation above about 37%; further: values of inactives mirror those of a sister screen read the other way
Target sequence (P34913 whole entry, looked up): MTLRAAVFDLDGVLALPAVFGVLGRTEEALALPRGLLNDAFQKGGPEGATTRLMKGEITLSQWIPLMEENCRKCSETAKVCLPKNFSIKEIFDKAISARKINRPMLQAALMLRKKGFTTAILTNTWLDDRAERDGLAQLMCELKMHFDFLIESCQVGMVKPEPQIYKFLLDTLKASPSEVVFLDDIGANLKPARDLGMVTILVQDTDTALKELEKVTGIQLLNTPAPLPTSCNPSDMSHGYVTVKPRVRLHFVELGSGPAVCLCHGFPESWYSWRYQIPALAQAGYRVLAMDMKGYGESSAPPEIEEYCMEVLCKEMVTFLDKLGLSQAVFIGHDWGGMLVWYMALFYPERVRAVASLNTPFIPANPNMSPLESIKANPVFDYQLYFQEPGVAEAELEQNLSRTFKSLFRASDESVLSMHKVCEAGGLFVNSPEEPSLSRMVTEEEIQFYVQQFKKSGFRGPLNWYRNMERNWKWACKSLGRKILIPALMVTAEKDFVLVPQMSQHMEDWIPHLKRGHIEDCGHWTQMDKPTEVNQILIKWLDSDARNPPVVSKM
sEH inh: inhibitors of human soluble epoxide hydrolase; recombinant human sEH enzymatic activity assay; inhibition, % at 2 µM; 91,000 tested, 0.34% active; AID 707; in the data active means inhibition above about 80%; further: values of inactives mirror those of a sister screen read the other way; many of its hits are not listed in these tables
Smad3 FoxH1 inh: blocks human Smad3 binding to FoxH1 peptide | P84022 | TR-FRET Smad3/Dy647-FoxH1 peptide binding, europium anti-His | inhibition, % at 25 µM | 88,000 tested, 0.29% active;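 active means compounds that reduce the energy-transfer binding signal between the protein and its labelled peptide by more than half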;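 further: 0% = Smad3 plus labelled peptide maximal FRET and 100% = peptide-only background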
Target sequence (P84022 whole entry, looked up): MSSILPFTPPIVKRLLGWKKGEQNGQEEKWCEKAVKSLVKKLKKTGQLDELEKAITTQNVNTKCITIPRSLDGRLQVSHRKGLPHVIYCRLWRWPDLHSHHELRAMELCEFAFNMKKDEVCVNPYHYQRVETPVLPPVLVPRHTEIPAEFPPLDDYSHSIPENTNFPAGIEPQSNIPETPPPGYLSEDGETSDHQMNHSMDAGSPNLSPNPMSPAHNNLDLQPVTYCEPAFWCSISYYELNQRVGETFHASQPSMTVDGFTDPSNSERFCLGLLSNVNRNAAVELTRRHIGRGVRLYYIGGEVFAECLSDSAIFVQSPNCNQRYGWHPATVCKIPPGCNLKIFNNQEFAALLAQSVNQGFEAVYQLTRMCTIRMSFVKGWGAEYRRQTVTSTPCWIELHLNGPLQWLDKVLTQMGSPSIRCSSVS
ERb SRC1 inh: ER-beta (human) coactivator binding inhibition; Q92731; TR-FRET ER-beta LBD / SRC1-Cy5 peptide binding; receptor agonist-loaded with 1 µM estradiol; inhibition, % at 25.6 µM; 86,000 tested, 1.3% active;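 active means compounds whose percent inhibition of the receptor-coactivator binding signal exceeds about 50% in the single-dose screen, limit read from the data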;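 further: 0% = receptor plus peptide wells without compound and 100% = peptide-only wells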
Mac1 fbg inh: CD11b/CD18-fibrinogen binding inhibition; P05107+P11215; K562 CD11b/CD18 adhesion to fibrinogen, ATPlite luminescence; Mn2+ added to activate the integrin; inhibition, % at 10 µM; 93,000 tested, 0.54% active; AID 1497;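 active means primary inhibition of 50% or more at 10 µM, then 40% or more on retest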; further: some results filed as inactive read as strong as hits
* hit, by the source's call; x = no result given; [ ] = remark or other dose. Some of the compounds tested; rates above refer to the full screens.

molecule | MT1-MMP txn act | ERa coact pot | Calb biofilm kill | CD11b adhes enh | sEH act | sEH inh | Smad3 FoxH1 inh | ERb SRC1 inh | Mac1 fbg inh
O=C(CCCn1c(SCC(=O)c2ccccc2)nc2ccccc2c1=O)NCC1CCCO1 (stereo unspecified) | 1.2 | 78 | 0 | -3 | -16 | 18 | -3 | -2 | 2
O=C(NCc1ccccn1)c1cc2cc(Br)ccc2oc1=O | 1 | 117 | 7 | -2 | 4 | 0 | 17 | -3 | -3
ON1C(c2ccccc2)CC2(O)c3nonc3CCC12 (stereo unspecified) | 1.1 | 115[fluorescence artefact?] | 1 | -4 | -10 | 8 | 3[fluorescence artefact?] | 4 | -8
Cc1cccc(NC(=O)C23CCC(C)(/C(=N/O)C2)C3(C)C)c1 (stereo unspecified) | 1.1 | 118 | 5 | 0 | -7 | 7 | 1 | 8 | -6
CN(C)CCCn1c(NCc2ccc3c(c2)OCO3)nc2ccccc21 | x | 95 | 4 | 1 | -1 | 3 | -8 | 5 | -6
CN(C)c1ccc(CN(C(=O)COc2ccc(F)cc2)C2CCS(=O)(=O)C2)cc1 (stereo unspecified) | 1.2 | 99 | 4 | x | -3 | 3 | 7 | 1 | x
O=c1c(-c2ccc3c(c2)OCCO3)coc2cc(O)cc(O)c12 | 0.7 | 143[fluorescence artefact?] | 3 | -2 | -8 | 9 | 8 | 16 | 12
CC(=O)c1ccc(NC2c3ncccc3C(=O)N2Cc2ccc(F)cc2)cc1 (stereo unspecified) | 1.2 | 80[fluorescence artefact?] | 4 | x | -12 | 13 | 5 | 12 | x
O=C(Cn1c(C(F)(F)F)nc2ccccc21)N1CCCC1 | 1.3 | 103[fluorescence artefact?] | 3 | -2 | -8 | 8 | 12 | -8 | -10
O=C(Nc1nc2ccccc2n1CCN1CCOCC1)c1cn(-c2ccccc2)nc1-c1ccccc1 | 1.1 | 158 | 4 | 0 | 4 | -5 | 4 | 4 | 4
C=CCn1c(COc2ccccc2)nnc1SCC(=O)O | 1.1 | 109 | 2 | -2 | 1 | -4 | -4 | 46 | -9
CCN(CC)C(=O)c1ccc(C(=O)c2c(C)cc(C)cc2C)cc1 | 0.9 | 94 | 4 | 0 | -2 | 5 | -4 | 2 | 6
O=C(CN1CCN(S(=O)(=O)c2ccc(Cl)cc2)CC1)Nc1ccc(F)cc1F | 1.3 | 99 | 8 | 1 | 1 | -1 | -5 | -4[fluorescence artefact?] | 3
Cn1cnc2c1c(=O)n(Cc1ccc(F)cc1Cl)c(=O)n2C | 1.2 | 115 | 5 | -2 | -7 | 7 | -5 | 2 | -2
COCCNC(=O)C1CC(c2cccc([N+](=O)[O-])c2)=NO1 (stereo unspecified) | x | x | x | 0 | 10 | -8 | x | x | 1
CCCNC(=O)C(Cc1ccccc1)NS(=O)(=O)c1ccc2c(c1)c(=O)n(C)c(=O)n2C (stereo unspecified) | x | 101 | 6 | 0 | 21 | -22 | -3 | -3 | 1
CC(Sc1nc(N2CCOCC2)nc(N2CCOCC2)n1)C(=O)Nc1ccccc1 (stereo unspecified) | 1.1 | 92 | -2 | 4 | x | x | 7[fluorescence artefact?] | 0 | -6
Cc1nc(CN2CCOCC2)cc(=O)[nH]1 | x | x | x | -5 | 17 | -15 | x | x | -5
CCOc1ccc(NC(=O)c2ccc(OC)cc2)cc1 | 1.3 | 106 | -2 | 0 | -8 | 7 | -8 | -14 | 8
CCN1/C(=C/c2ccc3ccccc3[n+]2CC)C=Cc2ccccc21 | 0.4 | 138[fluorescence artefact?] | -1 | -6 | 14 | -14 | -34[fluorescence artefact?] | -1[fluorescence artefact?] | 94*
O=C(O)C1C(c2ccccc2)C(C(=O)OCCCO)C1c1ccccc1 (stereo unspecified) | 1.3 | 89 | 8 | -2 | x | x | 4 | -2 | 8
COc1cccc(-c2csc(N3CCN(Cc4ccccc4)CC3)n2)c1 | 1.4 | 125 | 7 | 0 | x | x | 4 | 11[fluorescence artefact?] | 42
CSc1ccc(S(=O)(=O)N2CCCC2)cc1 | 1.1 | 94 | 5 | x | 4 | -2 | 9 | -10 | x
CC(=O)c1ccc(NC(=O)Cn2nc(C)cc2C)cc1 | 1.1 | 102 | 6 | x | x | x | 12 | -26 | x
CC(C)C(C(=O)OCC(=O)c1ccc2c(c1)NC(=O)CO2)N1C(=O)c2ccccc2C1=O (stereo unspecified) | 1.1 | 102 | 11 | -3 | x | x | 11 | 5 | -7
COc1ccc(Cn2nnnc2C(c2ccc(N(C)C)cc2)N2CCC(C)CC2)cc1 (stereo unspecified) | 1 | 108 | 3 | -2 | -7 | 7 | -3 | 12 | -1
Cc1cc(C)nc(N2CCCC(C(=O)Nc3ccc4c(c3)OCO4)C2)n1 (stereo unspecified) | 1.1 | 96 | 3 | 2 | -46 | 49 | 1 | -1 | -28
CCO/C=C1/C(=O)N(C)C(=O)c2cc(OC)ccc21 | x | x | x | -4 | 0 | 2 | x | x | -8
O=C(CN1C(=O)c2ccccc2S1(=O)=O)N1CCc2ccccc2C1 | 0.8 | 110[fluorescence artefact?] | 5 | 4 | -11 | 9 | -5 | -3 | -9
CCc1c(C)nc2c(C#N)c(C)[nH]n2c1=O | 1.2 | 91 | 0 | x | 3 | -3 | 3 | 8 | x
OCCNCCCCOc1ccc(F)cc1 | 1 | 103 | 7 | x | 12 | -12 | -5 | -6 | x
CCN1C(=O)C(O)(CC(=O)c2ccc(-n3cccc3)cc2)c2ccccc21 (stereo unspecified) | 1.1 | 102 | 8 | x | x | x | -5 | 3 | x
Cc1ccc(S(=O)(=O)N2CCN(S(=O)(=O)c3ccc(C)cc3)C2)cc1 | 1.2 | 106 | 6 | 0 | 0 | -1 | 1 | -4 | 3
CCc1ccc(-c2nc(CS(=O)CC(=O)NCc3cccnc3)c(C)o2)cc1 (stereo unspecified) | 1.2 | 94[fluorescence artefact?] | 5 | -3 | x | x | -6 | 0 | -19
COc1ccc(NC(=O)c2sccc2SCc2cccc(C(F)(F)F)c2)cc1 | x | x | x | 0 | 18 | -20 | x | x | 67
Cc1ccc(C(OC(=O)c2ccco2)C(=O)NC2CCCCC2)cc1 (stereo unspecified) | 1.1 | 96 | -1 | x | 2 | -1 | 0 | -11 | x
O=C(Oc1cccc2cccnc12)c1cccc(-n2cnnn2)c1 | 1 | 103 | 5 | x | 6 | -4 | 4 | 4 | x
CCc1cc2c(NCC3CCCO3)ncnc2s1 (stereo unspecified) | 1 | 119 | 4 | -2 | -5 | 6 | 14 | -2 | -5
O=C(COC(=O)c1cccc(Oc2ccccc2)c1)NCc1ccco1 | x | x | x | 3 | -16 | 15 | x | x | 9
COc1ccc(-n2cnnc2SCC(=O)c2cc(C)n(Cc3cccs3)c2C)cc1 | 1.1 | 248*[fluorescence artefact?] | 0 | -1 | -10 | 10 | -11 | 25[fluorescence artefact?] | 5
COc1cc(C(=O)N2CCC(O)(c3ccccc3)CC2)cc(OC)c1OC | x | x | x | -3 | 7 | -6 | x | x | 1
Cc1nnc(N(Cc2ccccc2)C(=O)c2cnccn2)s1 | 1.2 | 113 | 5 | 1 | 8 | -9 | 0 | -29[fluorescence artefact?] | -3
CCOC(=O)c1ccc(Nc2ncnc3nc[nH]c23)cc1 | 1.7 | 88 | 5 | -2 | x | x | -13 | 8 | 12
CCCCn1nc(C(=O)NC2=NCCS2)c2ccccc2c1=O | 1 | 97[fluorescence artefact?] | -5 | -2 | -9 | 9 | 4 | -2 | 7
CCOc1ccccc1-n1nnnc1SCc1nc2ccccc2s1 | 1.7 | 109 | 6 | -4 | x | x | 5 | 1 | -2
C=CCn1c(Cc2c[nH]c3ccccc23)n[nH]c1=S | 1.1 | 107 | x | -4 | -18 | 17 | 9 | -4 | -10
CCN(CC)CCN(C)Cc1ccc(Br)cc1 | 1.1 | 111 | 4 | -1 | 4 | -3 | 11 | -15 | -2
C=CCSc1nnc2c(n1)OC(c1cccnc1)N(C(C)=O)c1ccccc1-2 (stereo unspecified) | 1.1 | 110 | 6 | -4 | 11 | -11 | -5 | 20[fluorescence artefact?] | -10
NC(=O)CSc1nnc(-c2cccnc2)n1Cc1ccccc1 | 1.2 | 102 | 4 | x | -2 | 4 | -10 | -1 | x
COC(=O)c1ccc(-c2ccco2)n1Cc1ccccc1Cl | 1.1 | 75 | 1 | 3 | -1 | -1 | 8 | 9 | 1
CCOC(=O)c1cc2cc(OC)ccc2nc1C | 1.1 | 110 | 9 | x | 12 | -11 | 2 | 11 | x
CO/C([O-])=N/c1c[n+](-c2ccc(Cl)cc2)no1 | 1.1 | 95 | 4 | -2 | -2 | 4 | -1 | 1 | -6
Cc1csc(NC(=O)c2ccc(S(=O)(=O)N(C)c3ccccc3)cc2)n1 | 1.2 | 99 | 3 | -1 | -9 | 8 | 1 | -3 | -2
c1ccc(OCc2nn3c(Cn4nnc5ccccc54)nnc3s2)cc1 | 1.3 | 129[fluorescence artefact?] | -3 | -2 | x | x | -20 | 9[fluorescence artefact?] | 15
CN1CCN(C(=O)C23CCC(C)(c4nc5ccccc5nc42)C3(C)C)CC1 (stereo unspecified) | 1.1 | 102 | 4 | 1 | 3 | -3 | 6 | -5[fluorescence artefact?] | -4
O=S(=O)(NC1CC1)c1ccc(S(=O)(=O)N2CCCC3(CCCCC3)C2)cc1 | 1.2 | 107 | 1 | 46 | 5 | -4 | -8 | 5 | -4
O=C(COC(=O)c1ccccn1)Nc1cc(Cl)ccc1Cl | 1.1 | 101 | 2 | 2 | x | x | 0 | 3 | -8
Cc1cccc(NC(=O)CSc2ncnc3nc[nH]c23)c1C | x | x | x | -2 | -7 | 8 | x | x | 4
Cn1c(SCC(=O)NCc2cccs2)nnc1-c1ccc(S(=O)(=O)N2CCCC2)cc1 | 1.2 | 118 | -2 | 0 | -2 | 2 | -1 | -4 | 0
O=c1[nH]cnc2c1C1(CCCC1)Cc1ccccc1-2 | 1.1 | 102 | 4 | x | 3 | -2 | 3 | -2 | x

Some values from the list:
Reading of CCCNC(=O)C(Cc1ccccc1)NS(=O)(=O)c1ccc2c(c1)c(=O)n(C)c(=O)n2C (stereo unspecified) under ERa coact pot: 101
Reading of Cc1nc(CN2CCOCC2)cc(=O)[nH]1 under sEH act: 17

New compounds follow
molecule | MT1-MMP txn act | ERa coact pot | Calb biofilm kill | CD11b adhes enh | sEH act | sEH inh | Smad3 FoxH1 inh | ERb SRC1 inh | Mac1 fbg inh
CCNC(=S)NNC(=O)c1ccc(OC(F)F)cc1 | x | x | x | -2 | -14 | 15 | x | x | 20
CCNC(=S)N1CCN(C(=O)c2ccco2)CC1 | x | x | x | -4 | 1 | -1 | x | x | -9
Cn1c(=O)c2c(nc(SCC(=O)OCc3ccccc3)n2C)n(C)c1=O | 1.1 | 83 | 8 | -2 | 3 | -3 | 4 | 8 | -7
Cc1[nH]c2ccccc2c1C(=O)CN1CCCCC1CCO (stereo unspecified) | 1.2 | 127[fluorescence artefact?] | 13 | -2 | -10 | 8 | -4 | -10 | -11
Cc1ccc(C(O)CN2C3=NCCN3c3ccccc32)cc1 (stereo unspecified) | 1.1 | 129 | 3 | -1 | -5 | 4 | 2 | 29 | 4
Cc1ccc(-c2nn3c(C)nnc3s2)cc1N | 1.3 | 119 | 2 | 0 | 4 | 1 | 11 | -5 | 0
CCCCS(=O)(=O)/C=C\C1C2C=CC(C2)C1S(=O)(=O)CCCC (stereo unspecified) | 1.2 | 109 | 12 | 1 | 16 | -18 | 5 | -1 | 2

Screening results as filed in PubChem BioAssay.
